High-throughput results: PubChem BioAssay, several laboratories
SUMO1-SIM PPI = SUMO1-SIM interaction modulation; AID 602429; inhibition, % at 20 µM; 360,000 compounds, 0.33% hits; SUMO1 binding to a labelled peptide, TR-FRET, 1 h; in the data active = inhibition above about 37%
Target sequence (P63165 whole entry, looked up): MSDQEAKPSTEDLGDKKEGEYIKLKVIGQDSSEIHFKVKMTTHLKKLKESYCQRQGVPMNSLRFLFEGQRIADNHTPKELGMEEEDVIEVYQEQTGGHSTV
Tb MetRS inh = Trypanosoma brucei MetRS inhibition; purified T. brucei MetRS, ATP depletion, Kinase-Glo luminescence; inhibition, % at 11.9 µM; 360,000 compounds, 0.4% hits; AID 624268;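 active = inhibition above a per-plate cutoff of the control wells' mean inhibition plus 3 SD, cut at about 5.5% in these data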;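 note: 0% = DMSO wells median and 100% = median of wells with control inhibitor compound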
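Dosing: 11.9 µM single point; system: parasite MetRS enzyme; technique: luminescence of leftover ATP; times: 15 min enzyme-compound preincubation, 2 h reaction, 10 min detection, 25 °C; replicates: each compound tested once; read-out basis: percent inhibition relative to median high and low control wells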
LMPTP inh = LMPTP (human) inhibition. P24666. recombinant LMPTP-A, OMFP fluorogenic substrate, fluorescence intensity. inhibition, % at 20 µM. 360,000 compounds, 0.22% hits;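 active = compounds that cut the enzyme signal by at least half of the control window in the single-dose screen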;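 note: plate controls were DMSO wells with enzyme plus substrate for no effect and substrate without enzyme for full effect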
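Buffer or medium: Bis-Tris pH 6.0, DTT, detergent; Assay system: LMPTP-A enzyme; Quantity: 0.625 nM enzyme; Detection: endpoint fluorescence intensity; Times: 50 min dark incubation at room temperature; Controls: substrate-only low control, DMSO enzyme-plus-substrate high control; Doses: single 20 µM dose; Read-out: percent inhibition versus substrate-only and uninhibited controls; Reagent: 400 µM OMFP.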
DNMT1 block = blocks human DNA methyltransferase DNMT1; P26358; DNMT1 molecular beacon, Hinp1I cleavage, fluorescence; 360,000 compounds, 0.83% hits; AID 588458; inhibition (reported as % activation of signal), % at 10 µM; in the data active = inhibition above about 50%
STEP block = inhibitors of human striatal-enriched phosphatase STEP; inhibition, % at 20 µM; recombinant STEP, OMFP fluorogenic substrate, fluorescence; 360,000 compounds, 0.25% hits; P54829;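 active = inhibition at 20 µM, scaled per plate between control wells, above about 37%, limit read from the data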;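 note: 0% = DMSO with enzyme and substrate and 100% = substrate only without enzyme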
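Test system: STEP tyrosine phosphatase / Reagent: OMFP at 25 µM / Doses: 20 µM, 1% DMSO / Read-out: percent inhibition scaled to no-enzyme and uninhibited-enzyme controls, plate-pattern corrected / Detection: FITC-channel fluorescence of OMFP product / Medium: Bis-Tris buffer pH 6.0, 2.5 mM DTT, 0.005% Tween 20 / Schedule: 20 min at room temperature, dark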
E coli Lon inh = E. coli protease La inhibition. AID 602123. 360,000 compounds, 0.42% hits. purified E. coli Lon protease, fluorescence polarization. inhibition, % at 7.94 µM. P0A9M0; in the data active = inhibition above about 13%, passing the limit was not always enough;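 note: 0% = enzyme with probe and DMSO and 100% = no enzyme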
MsrA act = activators of bovine methionine sulfoxide reductase A; purified bovine MsrA, absorbance read-out; activation, % at 10.6 µM; 360,000 compounds, 0.3% hits; in the data active = activation above about 7.5%;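 note: 0% = vehicle and 100% = reference activator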
Scp1 inh = blocks human Scp-1 phosphatase activity; Recombinant Scp1, phosphopeptide, malachite green phosphate absorbance; inhibition, % at 20 µM; 340,000 compounds, 0.88% hits; AID 493091;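 active = inhibition above about 50% at 20 µM, limit read from the data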;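 note: plate controls were DMSO wells with enzyme for no effect and wells lacking enzyme for full effect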
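System: truncated SCP-1 phosphatase (76-261aa); medium: Tris acetate buffer pH 5.5 with MgCl2 and Tween-20; incubation: 45 min room-temperature reaction, 5 min colour, 30 min stabiliser; compound: single 20 µM dose, 1% DMSO; reagent: Phosphorylated 17-residue peptide substrate; read-out: % inhibition at 20 µM; technique: colorimetric free-phosphate detection, absorbance 630 nm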
CendR NRP1 mod = alters CendR peptide binding to human NRP-1; O14786; FAM-RPARPAR peptide binding to NRP-1, fluorescence polarization; 360,000 compounds, 0.85% hits; AID 602438; inhibition, % at 25 µM;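 active = inhibition or corrected inhibition above about 18%, plus a signal ratio from 0.5 to 1.5, limit read from the data, passing the limit was not always enough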; note: strong numbers were not always called active
Target sequence (O14786 whole entry, looked up): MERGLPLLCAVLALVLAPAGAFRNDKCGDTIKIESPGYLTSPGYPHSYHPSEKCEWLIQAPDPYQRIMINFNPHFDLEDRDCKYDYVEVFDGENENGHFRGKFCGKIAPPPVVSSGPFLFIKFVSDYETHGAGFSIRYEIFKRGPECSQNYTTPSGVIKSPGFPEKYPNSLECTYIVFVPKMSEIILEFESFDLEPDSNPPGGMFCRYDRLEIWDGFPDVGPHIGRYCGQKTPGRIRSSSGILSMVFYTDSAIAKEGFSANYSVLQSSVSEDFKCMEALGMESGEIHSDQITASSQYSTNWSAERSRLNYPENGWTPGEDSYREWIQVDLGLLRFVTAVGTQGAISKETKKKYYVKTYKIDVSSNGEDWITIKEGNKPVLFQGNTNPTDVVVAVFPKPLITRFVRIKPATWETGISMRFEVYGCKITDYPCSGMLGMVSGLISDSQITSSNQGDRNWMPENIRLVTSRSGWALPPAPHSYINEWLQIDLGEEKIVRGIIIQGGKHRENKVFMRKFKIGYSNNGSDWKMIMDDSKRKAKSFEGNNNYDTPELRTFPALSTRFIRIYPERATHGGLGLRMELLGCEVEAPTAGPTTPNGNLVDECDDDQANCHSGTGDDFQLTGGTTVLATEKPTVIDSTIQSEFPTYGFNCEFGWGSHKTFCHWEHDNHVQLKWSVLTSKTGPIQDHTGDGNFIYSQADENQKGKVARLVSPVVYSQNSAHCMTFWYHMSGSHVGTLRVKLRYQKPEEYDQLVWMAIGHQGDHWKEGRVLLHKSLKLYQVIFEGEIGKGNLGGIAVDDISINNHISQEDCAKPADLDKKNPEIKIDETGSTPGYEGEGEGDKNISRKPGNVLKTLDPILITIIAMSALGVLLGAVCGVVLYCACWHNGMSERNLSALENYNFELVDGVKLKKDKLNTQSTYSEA
MsrA inh = inhibitors of bovine MsrA | inhibition, % at 15.5 µM | purified bovine MsrA, absorbance read-out | AID 651718 | 360,000 compounds, 0.75% hits; in the data active = inhibition above about 4.5%;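 note: 0% = vehicle wells with enzyme and 100% = reference inhibitor wells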
Active calls of the source: *; . = no result given.

Structure	SUMO1-SIM PPI	Tb MetRS inh	LMPTP inh	DNMT1 block	STEP block	E coli Lon inh	MsrA act	Scp1 inh	CendR NRP1 mod	MsrA inh
CCN(CCO)Cc1csc2ccc(C(C)(C)C)cc12	2	-0.5	-1.5	1	0	0	-1	-11	14	0.4
COc1cc(N)ccc1C(=O)O	2	-0.1	-0.6	-2	-8	-2	-4	-3	7	-0.2
COc1ccc(NC(=O)Nc2nnc(CC(=O)Nc3ccccc3)s2)cc1	0	-0.6	-1.6	4	-1	7	-9	6	4	0.1
C=CCOc1ccc2nc(NC(=O)OC)[nH]c2c1	2	-0.4	-1.4	-1	0	-6	-4	-4	1	0.4
O=C(O)Cn1cc2c(n1)CCCCC2	-4	-1.0	-1.1	0	-4	5	-5	-5	-1	0.1
O=C(COC(=O)c1ccc(Br)o1)NCc1cccs1	2	-0.1	-0.7	2	1	7	-1	-11	-14	0.5
CCCn1c(C(CO)Nc2nc(C)cs2)nc2ccccc21 (centres undefined)	-4	-0.3	-1.6	0	0	-12	0	-6	12	-0.6
COC(=O)C[C@H]1C[C@@H]2c3cc(NC(=O)Nc4ccccc4)ccc3O[C@@H]2[C@@H](CO)O1	1	-0.7	-1.9	6	-2	-12	-1	.	11	0.3
Nc1nc2ncc(C(=O)c3cc(F)ccc3O)cc2s1	-14	-0.6	-1.9	-5	0	-6	-5	-9	-35	1.8
OC(CC#CCN1CCOCC1)(c1ccccc1)c1ccccc1	0	-0.3	-1.7	2	-2	-7	-5	-4	-5	0.6
COc1ccc(N(C(=O)c2cnccn2)C(C(=O)NC2CCCCC2)c2ccc(Cl)cc2)cc1 (centres undefined)	1	-2.5	-0.4	1	1	-9	-7	3	-13	-1.0
CC(C)(C)C1CCC(OCC(O)CN2CCN(c3ccccn3)CC2)CC1 (centres undefined)	2	-0.8	-2.0	3	0	3	-2	-4	14	-0.2
COc1ccc(C(=O)NCC(=O)OCc2ccc(F)cc2)cc1	-2	-0.3	-0.7	-1	-1	-1	-6	3	-7	1.4
O=C(O)Cn1c(=O)n(Cc2ccccc2)c2ccccc21	0	-0.6	-1.9	3	-2	-10	-6	1	-2	-1.7
O=C1c2cccnc2C(Nc2ccc(F)c(Cl)c2)N1Cc1cccs1 (centres undefined)	-1	-1.2	-1.5	-2	5	2	-7	-9	-8	-1.3
CC(C)OC(=O)CSc1nnc(COc2ccc([N+](=O)[O-])cc2)n1C	-11	-0.2	2.8	3	-1	-2	-11	3	10	0.1

A section of the results above:
Structure	SUMO1-SIM PPI	Tb MetRS inh	LMPTP inh	DNMT1 block	STEP block	E coli Lon inh	MsrA act	Scp1 inh	CendR NRP1 mod	MsrA inh
OC(CC#CCN1CCOCC1)(c1ccccc1)c1ccccc1	0	-0.3	-1.7	2	-2	-7	-5	-4	-5	0.6
COc1ccc(N(C(=O)c2cnccn2)C(C(=O)NC2CCCCC2)c2ccc(Cl)cc2)cc1 (centres undefined)	1	-2.5	-0.4	1	1	-9	-7	3	-13	-1.0
CC(C)(C)C1CCC(OCC(O)CN2CCN(c3ccccn3)CC2)CC1 (centres undefined)	2	-0.8	-2.0	3	0	3	-2	-4	14	-0.2
COc1ccc(C(=O)NCC(=O)OCc2ccc(F)cc2)cc1	-2	-0.3	-0.7	-1	-1	-1	-6	3	-7	1.4
O=C(O)Cn1c(=O)n(Cc2ccccc2)c2ccccc21	0	-0.6	-1.9	3	-2	-10	-6	1	-2	-1.7
O=C1c2cccnc2C(Nc2ccc(F)c(Cl)c2)N1Cc1cccs1 (centres undefined)	-1	-1.2	-1.5	-2	5	2	-7	-9	-8	-1.3
CC(C)OC(=O)CSc1nnc(COc2ccc([N+](=O)[O-])cc2)n1C	-11	-0.2	2.8	3	-1	-2	-11	3	10	0.1

Other results follow:
Structure	SUMO1-SIM PPI	Tb MetRS inh	LMPTP inh	DNMT1 block	STEP block	E coli Lon inh	MsrA act	Scp1 inh	CendR NRP1 mod	MsrA inh
C[C@@H]1CN([C@H](C)CO)C(=O)CCCn2nncc2CO[C@H]1CN(C)Cc1ccc(-c2ccccc2)cc1	8	-0.8	-0.9	1	2	-4	-2	.	-7	-1.8
Cc1cc(C)cc(NC(=O)CN2CCCN(S(=O)(=O)c3ccc(Br)s3)CC2)c1	3	-0.3	3.0	-6	1	-8	-2	5	3	-0.3
COc1cc([C@H]2[C@@H]3CCCC[C@]3(O)CCN2CC(=O)Nc2ccc(C)cc2)ccc1O	-2	-0.4	-0.3	2	1	-7	-1	-8	-5	-0.8
CCOc1ccc(C(=O)N2CCN(CCc3ccccc3)CC2)cc1OCC	4	-0.5	-0.1	0	-2	-4	-1	-12	11	1.0
Cc1cc(C)n(-c2ccc(C(=O)Nc3cccc(S(=O)(=O)N(C)C)c3)cc2)n1	18	1.1	-1.0	-4	0	-8	-3	-5	-5	-1.5
Cc1ccccc1Oc1cc(NC(=O)Cn2cnc([N+](=O)[O-])c2)cc([N+](=O)[O-])c1	-8	9.6*	1.6	-4	0	0	-6	-8	-3	0.0
O=C(O)C1CC=CCC1C(=O)Nc1ccccc1C(=O)N1CCN(c2ccc(Cl)cc2)CC1 (centres undefined)	-2	0.2	-1.0	-2	0	2	-5	1	11	-0.9
Cc1ccc(OC(C)C(=O)Nc2ccc(S(=O)(=O)N3CCOCC3)cc2)cc1 (centres undefined)	-3	-0.3	-0.4	1	0	-9	-4	-5	18	-0.6
CC(=O)Nc1ccc(NC(=O)C2CCCN2C(=O)Nc2cccc(F)c2)cc1 (centres undefined)	-1	-0.9	-1.0	0	1	-3	-6	3	5	-0.3
CCOC(=O)N1CCN(C(=O)COc2cccc3c2CCN(Cc2cccc(C)c2)C3=O)CC1	1	0.2	-0.5	-2	2	6	0	-3	12	-0.8
COC(=O)c1[nH]c2cc(OC)ccc2c1NC(=O)c1c(F)cccc1F	-2	-0.1	-1.1	-3	1	1	-3	-3	5	-0.5
COc1cc(CNS(=O)(=O)CCl)cc(OC)c1OC	4	-0.2	0.1	-1	0	-6	-1	-3	16	-0.3
Cc1ccc(NC(=O)CSc2n[nH]c(-c3ccccn3)n2)cc1	3	-1.0	0.0	3	1	-3	-1	3	13	0.4
COc1ccccc1N(C)S(=O)(=O)c1ccc(C(=O)NCCc2ccc(F)cc2)cc1	4	0.3	2.1	-2	2	-3	-1	-13	4	-0.9
COc1cc(C(=O)NCc2cccc3ccccc23)cc(Cl)c1OC	-3	-1.3	2.3	-2	1	-4	-2	-10	2	0.5
COc1ccc(C2c3c(c(C)c(C)oc3=O)Oc3c(C)c(C)oc(=O)c32)cc1	4	0.0	-0.4	-1	8	-3	1	-8	23	-0.6
O=C(Nc1ccc(N2CCOCC2)c(F)c1)c1cccs1	4	0.1	-0.1	0	-2	0	-1	-2	-3	2.6
COc1ccc(S(=O)(=O)n2ccnc2)c2cccnc12	-5	-1.4	-1.5	5	1	-2	-13	3	-3	-0.9
CCOc1ccc(C(C)=O)cc1COC(=O)c1ccccc1C(=O)N(C)Cc1ccccc1	-2	-0.4	-0.6	-2	0	8	-6	-10	-5	-1.3
CCN(CC)C(=O)c1[nH]cnc1C(=O)N[C@@H](Cc1ccccc1)C(=O)OC(C)(C)C	-1	0.3	-0.5	0	1	4	-2	-3	10	1.7
C=CCn1c(C)cc(C(=O)COC(=O)[C@@H](NC(=O)c2ccccc2Cl)C(C)C)c1C	0	-1.0	0.0	7	1	-5	-4	-9	6	-0.1
CN(Cc1ccc(F)cc1)C(=O)c1cccc(OC2CCN(C3CCCC3)CC2)c1	-3	0.1	-2.2	-1	1	-8	-3	-7	26*	-0.4
Cc1ccc2c(C)nc(Nc3nc(CSc4nnc(C)s4)cc(=O)[nH]3)nc2c1	4	-0.2	-0.5	0	-2	1	-4	0	1	0.4
C[C@H]1CN([C@@H](C)CO)S(=O)(=O)c2ccc(Br)cc2O[C@@H]1CN(C)C(=O)C1CCOCC1	7	0.9	-1.8	5	-2	-6	-2	.	4	-1.3

Complete entries, looked up by structure. Order of values: SUMO1-SIM PPI	Tb MetRS inh	LMPTP inh	DNMT1 block	STEP block	E coli Lon inh	MsrA act	Scp1 inh	CendR NRP1 mod	MsrA inh
CCOc1ccc(C(C)=O)cc1COC(=O)c1ccccc1C(=O)N(C)Cc1ccccc1 as listed: -2	-0.4	-0.6	-2	0	8	-6	-10	-5	-1.3
C[C@H]1CN([C@@H](C)CO)S(=O)(=O)c2ccc(Br)cc2O[C@@H]1CN(C)C(=O)C1CCOCC1 as listed: 7	0.9	-1.8	5	-2	-6	-2	.	4	-1.3

More records
Structure	SUMO1-SIM PPI	Tb MetRS inh	LMPTP inh	DNMT1 block	STEP block	E coli Lon inh	MsrA act	Scp1 inh	CendR NRP1 mod	MsrA inh
O=C(OCc1c(-c2ccccc2)ncc2ccccc12)c1ccco1	-12	-0.2	-1.0	-3	-1	-11	1	4	5	0.7
O=C(c1ccccc1)c1cccs1	3	-0.5	-0.4	1	0	-2	-1	-13	7	0.2
CCCNC(=O)c1cc(-c2ccco2)on1	-5	-0.2	0.5	4	0	-4	-4	-6	-14	0.6
O=C(CN1CCCCCC1)NN(Cc1ccccc1)c1ccccc1	0	-0.1	-2.0	1	-1	-5	-3	-3	17	-1.8
Cc1n[nH]c(=S)n(/N=C/c2cccc([N+](=O)[O-])c2)c1=O	-27	-0.2	-2.2	2	2	4	0	8	-8	0.8
COC(=O)CCC(=O)Nc1ccc(NC(=O)CCC(=O)OC)cc1	0	-0.2	-0.9	-2	-1	-4	-3	-8	7	-0.2
O=c1oc2ccccc2c2c1ncn2C1CCCCC1	-3	0.4	0.1	2	-3	0	-3	2	-3	0.5
N#CCSc1nnc(N)s1	1	-1.7	-1.8	1	4	5	-9	-8	9	0.1
COc1ccc(Cl)cc1NC(=O)CC1S/C(=N/N=C2CCCCCC2)NC1=O (centres undefined)	-3	0.1	1.1	-1	3	1	-3	-6	11	-1.6
Cc1ccc(C(=O)CSc2nnnn2Cc2ccccc2)cc1C	-4	-1.6	6.7	8	4	-4	-10	-20	9	-0.3
Cc1nc2ncnn2c(C)c1C/C=C/c1ccccc1	-3	-0.3	-4.0	0	0	-1	-3	-3	-10	0.3
Cc1cccc(CC(=O)Nc2ccon2)c1	4	-0.8	-2.0	2	-1	-1	-9	0	6	-0.9
COC(=O)c1ccc(NC(=S)N2CCN(Cc3ccccc3)CC2)cc1	-2	-0.2	-0.5	-1	0	3	3	-5	-1	0.1
O=C(c1cnn2ccccc12)N1CCCc2ccccc21	-1	-1.1	-3.1	3	2	-6	-7	-5	2	1.5

This is a random part of the collection; any-hit rate near 4.3%.
